NPC1 promoter act – activates the NPC1 promoter; Huh7 NPC1 promoter luciferase reporter, 24 h; Potency, µM (doses to about 9.22 µM), for inactives: at the top dose activation, most hits filed as activators; 320,000 tested, 2.4% active;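 note: potency is the fitted concentration of half-maximal effect; % of control where 0% means no effect; nearly all actives have a fitted effect of over 60% in size; reporter is driven by a mutant NPC1 promoter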
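Huh7 cells stably carrying NPC1 promoter–luciferase, plated in Opti-MEM with 10% FBS for 2 h, were exposed to compound in DMSO for 24 h at 37 °C; luciferase reagent was added for 10 min and luminescence read.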
RORgamma inh – ROR gamma (mouse) transcription inhibition. Drosophila S2 Gal4-RORgamma UAS-luciferase reporter, 20 h. AID 2551. 310,000 tested, 5.4% active. P51450. Potency, µM (titrated, usually from 53.6 µM), without a hit: top-dose activity change, negative = inhibition, usual class: inhibitors; note: potency is the fitted concentration of half-maximal effect; % is set by controls: 0 for no effect and ±100 for the full control effect; nearly all actives have a fitted effect of over 60% in size
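Stable Schneider cell line, Gal4 DNA-binding domain fused to ROR gamma, UAS-luciferase. Cmpd 1 hr RT → CuSO4 700 uM final → 20 hr RT → luciferase reagent 10 min → luminescence.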
VP16 counter – inhibits Gal4-VP16 luciferase reporter, ROR gamma counter-screen. Drosophila S2 Gal4-VP16 UAS-luciferase, luminescence, 20 h. Potency, µM (top dose mostly 53.6 µM), inactives show at the highest dose activity, negative = inhibition, usual class: inhibitors. 310,000 tested, 3.5% active. AID 2546;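 note: Gal4-VP16 expression switched on by copper sulfate through the metallothionein promoter; potency is the fitted concentration of half-maximal effect; % is set by controls: 0 for no effect and ±100 for the full control effect; nearly all actives have a fitted effect of over 50% in size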
ELG1 genotoxic – inducers of genotoxicity in HEK293T ELG1-luciferase cells; 330,000 tested, 1.3% active; Potency, µM (top dose mostly 46 µM), for inactives: at the highest dose activity change, positive = activation, hits mostly activators; HEK293T ELG1-luciferase reporter, luminescence, 16 h; AID 504466; note: potency is the fitted concentration of half-maximal effect; % of control where 0% means no effect; nearly all actives have a fitted effect of over 60% in size
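HEK293T cells expressing luciferase-tagged ELG1 were treated with compound or DMSO for 16 hr at 37°C. Luciferase activity was then read after 30 min with ONE-Glo at room temperature; rising signal flags genetic stress.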
Tb PFK inh – T. brucei PFK enzyme inhibition; O15648; T. brucei PFK, ADP-Glo luminescence; Potency, µM (highest dose often 57.5 µM), for inactives: top-dose activity, negative = inhibition, hits mostly inhibitors; 330,000 tested, 0.17% active;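 note: potency is the fitted concentration of half-maximal effect; 0% = uninhibited 1x PFK enzyme wells and -100% = no-enzyme wells; nearly all actives have a fitted effect of over 60% in size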
Target sequence (O15648 whole entry, looked up): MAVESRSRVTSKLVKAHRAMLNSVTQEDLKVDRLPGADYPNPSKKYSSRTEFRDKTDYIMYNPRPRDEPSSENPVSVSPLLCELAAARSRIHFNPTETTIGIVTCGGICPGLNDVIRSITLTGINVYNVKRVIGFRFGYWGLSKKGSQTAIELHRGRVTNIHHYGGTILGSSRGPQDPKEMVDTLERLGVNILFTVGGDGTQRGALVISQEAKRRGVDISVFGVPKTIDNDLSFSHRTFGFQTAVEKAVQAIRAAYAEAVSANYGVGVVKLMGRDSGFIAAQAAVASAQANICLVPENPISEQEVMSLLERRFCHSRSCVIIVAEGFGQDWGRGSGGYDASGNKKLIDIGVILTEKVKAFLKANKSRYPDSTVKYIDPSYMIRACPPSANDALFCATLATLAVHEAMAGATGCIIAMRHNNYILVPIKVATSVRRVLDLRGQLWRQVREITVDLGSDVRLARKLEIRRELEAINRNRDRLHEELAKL
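1.25 nM PFK with 0.5 mM F6P and 0.1 mM ATP in 0.1 M TEA pH 8.0, 5 mM MgCl2, incubated 45 min at room temperature; ADP measured by ADP-Glo luminescence; compounds titrated up to 57 uM.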
p53 reactivation – re-activators of mutant p53 | 320,000 tested, 0.063% active | H1299 p53-A138V BP100-luciferase reporter, luminescence, 24 h | Potency, µM (titrated, usually from 92.2 µM), inactives show at the top dose activity change, positive = activation, actives largely listed as activators; note: potency is the fitted concentration of half-maximal effect; % of control where 0% means no effect; nearly all actives have a fitted effect of over 45% in size
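H1299 (p53-null), stable ts p53-A138V + BP100-Luc; 1000 cells/well, Opti-MEM/10% FBS; cpd 4 pt, 1:5; 24 h, 37 deg C, 5% CO2; detection reagent 10 min RT; luminescence.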
FLuc modulator – firefly luciferase modulation, counter-screen for miR-21 project | Potency, µM (top dose mostly 57.5 µM), inactives show at the top dose activity change, negative = inhibition, usual class: inhibitors | P08659 | purified FLuc, Km substrates, luminescence inhibition | 360,000 tested, 6.9% active | AID 588342;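 note: potency is the fitted concentration of half-maximal effect; plate controls were vehicle for no effect and reference inhibitor for full effect; nearly all actives have a fitted effect of over 55% in size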
Target sequence (P08659 whole entry, looked up): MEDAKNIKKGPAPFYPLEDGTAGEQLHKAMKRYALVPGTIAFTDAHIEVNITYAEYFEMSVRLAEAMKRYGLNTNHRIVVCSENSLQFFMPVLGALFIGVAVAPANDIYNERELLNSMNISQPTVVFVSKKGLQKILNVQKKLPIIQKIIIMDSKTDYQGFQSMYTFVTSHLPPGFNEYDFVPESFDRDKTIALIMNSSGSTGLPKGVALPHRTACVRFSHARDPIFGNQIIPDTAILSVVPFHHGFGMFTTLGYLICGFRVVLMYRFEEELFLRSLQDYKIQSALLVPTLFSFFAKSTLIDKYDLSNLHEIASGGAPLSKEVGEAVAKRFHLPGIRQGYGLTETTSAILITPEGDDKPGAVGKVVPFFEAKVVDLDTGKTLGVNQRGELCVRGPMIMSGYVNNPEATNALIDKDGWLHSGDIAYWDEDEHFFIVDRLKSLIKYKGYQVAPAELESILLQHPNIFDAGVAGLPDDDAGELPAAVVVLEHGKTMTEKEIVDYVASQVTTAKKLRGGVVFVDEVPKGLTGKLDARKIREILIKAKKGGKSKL
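Biochemical qHTS of compounds, final roughly 60 µM downward over six points, against 10 nM purified firefly luciferase using Km concentrations of substrates (10 uM D-luciferin, 10 uM ATP) in Tris acetate pH 7.5 buffer; luminescence output.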
BRCA1 expr act – increases BRCA1 expression; MCF7-BRCA1-FFLuc reporter, luminescence, 48 h; response scale: scaled: vehicle 0%, 10 µM genistein 100%; Potency, µM (series often up to 46.1 µM), for the others: top-dose activation, most hits filed as activators; 380,000 tested, 1.1% active; AID 624202; note: potency is the fitted concentration of half-maximal effect; nearly all actives have a fitted effect of over 80% in size; some results filed as inactive show a strong effect at the top dose
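48 h compound treatment of MCF7-BRCA1-FFLuc cells (phenol-red free MEM, 37 °C), then 15 min with luciferase substrate and luminescence imaging.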
TRPV1 ag – activates the human vanilloid receptor TRPV1 | AID 540275 | TRPV1-expressing cells, Fluo-8 calcium influx, agonist mode | activation, % at 8.33 µM | 320,000 tested, 0.19% active; in the data active = activation above about 80%; inconclusive = between about 30% and that limit; note: 0% is about no effect
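TRPV1-expressing cells were cultured overnight at 35.5C and loaded with Fluo-8 calcium dye for 40 to 90 min at room temperature. After a 10 s baseline, compound was added and calcium influx was read kinetically for 3 min (ex 480/em 520 nm).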
Rab9 prom act – Rab9 promoter activation; 320,000 tested, 2.8% active; AID 485297; Huh7 Rab9 promoter-luciferase reporter, luminescence, 24 h; Potency, µM (top dose mostly 9.22 µM), for inactives: at the highest dose activation, negative = inhibition, usual class: activators; note: potency is the fitted concentration of half-maximal effect; % of control where 0% means no effect; nearly all actives have a fitted effect of over 60% in size
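Rab9 promoter-driven luciferase in stably transfected Huh7 cells; 1500 cells/well rested 2 h, exposed to compound in DMSO for 24 h at 37 °C, 5% CO2. Luminescence read 10 min after adding luciferase reagent at ambient temperature.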
ELG1 DNA repair – blocks ELG1-dependent DNA repair in HEK293T cells | HEK293T ELG1-luciferase reporter, luminescence, 16 h; DNA damage induced by 5-fluorouridine | Potency, µM (top dose mostly 46.1 µM), for the others: at the top dose activity change, negative = inhibition, actives largely listed as inhibitors | 330,000 tested, 2.3% active | AID 504467; note: potency is the fitted concentration of half-maximal effect; % is set by controls: 0 for no effect and ±100 for the full control effect; nearly all actives have a fitted effect of over 55% in size
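In this reporter screen, reduction of luminescence relative to DMSO vehicle indicated activity. Compounds and 5-fluorouridine were added together to 2,000 cells per well, incubated for 16 hr at 37 °C, then developed with ONE-Glo.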
An asterisk follows results filed as active; u = inconclusive; x = not tested or not shown; [ ] = another dose, or the depositor's remark. Unless noted, calls come from the whole dose curve; as a rule, active = well fitted curve in the direction sought with a large enough effect; inconclusive = small, poorly fitted or top-dose-only effect, or another doubt; inactive = no such curve, though single readings can be large; an effect the other way counts as inactive or inconclusive.

SMILES	NPC1 promoter act	RORgamma inh	VP16 counter	ELG1 genotoxic	Tb PFK inh	p53 reactivation	FLuc modulator	BRCA1 expr act	TRPV1 ag	Rab9 prom act	ELG1 DNA repair
COc1ccc(NC(=O)c2oc3ccccc3c2NC(=O)C2CC2)cc1OC	-1%	u	5%	-7%	-3%	-9%	17µM*	27%	-15	6%	16µM*
COCCCN(C(=O)c1ccco1)c1nc(-c2ccc(OC)cc2)cs1	4%	u	10%	-3%	2%	-67%[inhibitor]	-13%	-2%	4	22%	u
CCOC(=O)c1ccc(NC(=O)CSc2nnc(CNc3ccc(C)cc3)n2C)cc1	-3%	30%	-1%	-3%	-5%	5%	-7%	-7%	3	2%	u
CN(C)CCCNS(=O)(=O)c1ccc(N2CCN(Cc3ccc4c(c3)OCO4)CC2)c([N+](=O)[O-])c1	-19%	u	-25%	1%	-1%	-1%	2%	-45%	0	-16%	-16%
CCOc1nnc(C)c2c(C)n(-c3ccc(Cl)cc3)nc12	1%	16%	-2%	-1%	4%	1%	6%	-17%	x	2%	2%
COc1ccc2oc(=O)c(C(=O)N3CCN(C(=O)c4ccccc4)CC3)cc2c1	-1%	-19%	12%	-2%	1%	7%	0%	-10%	1	-4%	-8%
CCOc1ccc(S(=O)(=O)N2CCC(C(=O)NCc3ccco3)CC2)cc1C	-2%	-30%	10%	0%	3%	1%	-1%	-49%	-1	1%	1%
CC(C)C(NC(=O)OCc1ccccc1)C(=O)NC1CCCCC1 (stereo not given)	2%	2%	5%	-1%	0%	-1%	1%	38%	8	-5%	-14%
CCOC(=O)C1CCN(S(=O)(=O)c2ccc3c4c2CC(=O)N4CC(C)S3)CC1 (stereo not given)	-11%	-3%	8%	-2%	3%	x	4%	3%	-1	0%	-26%
CCOc1ccc(C(=O)OC(C)CN2CCN(C)CC2)cc1 (stereo not given)	-4%	-1%	-3%	1%	0%	13%	0%	1%	1	-10%	18%
CCOc1ccc(NC(=O)C(=O)NCc2ccncc2)cc1	-4%	18%	2%	0%	-1%	3%	3%	-23%	2	-10%	19%
CNC(=O)C1CCC(=O)N1Cc1ccccc1Cl (stereo not given)	0%	8%	8%	3%	2%	1%	4%	1%	5	1%	-5%
CC(=O)Nc1ccc(S(=O)(=O)N2CCC(NC(=O)C(Cc3cccc(F)c3)NC(C)=O)CC2)cc1 (stereo not given)	-1%	0%	5%	2%	-12%	4%	3%	-2%	-4	0%	11%
CCN(CC)C(=O)CSc1nnc(CCN)o1	0%	-23%	6%	1%	1%	4%	2%	-5%	-3	-1%	1%
CCn1c(SCc2ccc(C(=O)O)cc2)nnc1-c1ccc(Cl)cc1	-4%	-6%	4%	1%	-6%	-2%	1%	-11%	-2	-3%	7%
COc1cccc(N(C(=O)c2sc(C)nc2C)C(C(=O)NCC2CCCO2)c2ccccc2)c1 (stereo not given)	-5%	-3%	-4%	-11%	2%	-8%	0%	-6%	2	-1%	1%
CC(Oc1ccc(C(C)(C)C)cc1)C(=O)NCC(c1ccco1)N1CCCC1 (stereo not given)	0%	x	x	1%	2%	-6%	x	-18%	22	-3%	0%
CC(C)(C)NS(=O)(=O)c1ccc(CCC(=O)O)cc1	2%	-9%	-4%	-6%	5%	-2%	-1%	0%	2	-3%	7%
CSCCCNC(=O)c1ccc(OC2CCN(C(=O)c3cccnc3)CC2)cc1	-7%	17%	-6%	-2%	0%	-1%	-1%	-2%	4	2%	-13%
Cc1ccc(/C=C(\C#N)C(=O)N2CCCC2)c(C)c1	-14%	-28%	u	u	4%	u	15µM*	u	u	-6%	u
Cc1ccc(N/C=C/C(=O)C(C)(C)C)c(O)c1	4%	u	u	10%	-8%	u	19µM*	-41%	-1	17%	-6%
COc1ccc(Cc2nc(-c3ccc(-n4cccc4)cc3)no2)cc1	0%	26%	-9%	2%	1%	12%	-8%	11%	25	-4%	17%
CCOC(=O)c1ccccc1NC(=O)CN1CCC(n2nnc3cc(C(F)(F)F)ccc32)CC1	-6%	12%	-7%	-4%	1%	-3%	-1%	-22%	5	-5%	-17%
O=C(c1ccoc1)N1CCCC(N2CCN(c3cccc(Cl)c3)CC2)C1 (stereo not given)	-3%	28%	1%	-4%	0%	7%	-5%	21%	1	10%	-2%
COc1ccc([C@H]2CC(=O)C=C(c3ccc(CNC(=O)OC(C)(C)C)cc3)C2)cc1	-7%	x	x	-11%	-2%	10%	0%	-47%	-1	-4%	u
CSc1nc(N)n2nc(-c3ccccc3)cc2n1	2µM*	42%	-16%	10µM*	-3%	17%	3.4µM*	36%	4	2.2µM*	u
CC(=O)c1ccc(S(=O)(=O)Nc2ccc(-c3cn4c(n3)SCC4)cc2)cc1	-2%	28%	-9%	0%	0%	-1%	-15%	10%	12	7%	1%
CC(=O)N=c1ncn(CC(COC(C)=O)OC(C)=O)c2nc[nH]c12 (stereo not given)	18%	17%	17%	1%	3%	-3%	6%	-10%	-1	-5%	6%
CCN=C1NN=C(c2ccc(C)cc2)CS1	u	11µM*	u	u	1%	u	1.1µM*	2.2µM*	4	u	u
CCCNc1nc(Cl)nc(NC(C)(C)C)n1	-6%	-10%	-1%	5%	2%	0%	-8%	6%	9	-1%	25%
CCc1cccc2c(C#N)cn(CCOc3ccccc3OC)c12	-4%	u	u	-10%	2%	2%	7%	-43%	5	0%	-2%
COc1ccccc1NS(=O)(=O)c1ccc(C)c(C(N)=O)c1	-4%	u	-11%	-2%	0%	-4%	4%	-46%	6	-4%	3%
Cc1ccc(C(=O)OCC(=O)N2CC(=O)Nc3ccccc32)s1	-3%	-1%	-2%	3%	0%	-2%	-1%	-10%	-1	0%	-6%
CCCCCC/C=C/c1ccc([C@H]2[C@H]3C=CC[C@@H](C)[C@@H]3C(=O)N2Cc2ccccc2)c(F)c1	-1%	9%	-5%	0%	3%	3%	0%	7%	-4	-3%	17%
CCOC(=O)c1cnn(-c2ncnc3c2oc2ccccc23)c1N	1.3µM*	u	10%	1.6µM*	2%	u	1.1µM*	3.2µM*	3	1.1µM*	u
O=C(Oc1cccc(C(=S)N2CCOCC2)c1)c1cccc([N+](=O)[O-])c1	0%	24%	0%	1%	-7%	2%	-2%	5%	4	-8%	8%
O=C(NCCc1c[nH]c2ccccc12)C(=O)NCC(c1ccco1)N1CCN(c2ccccc2F)CC1 (stereo not given)	-12%	u	3%	-6%	7%	-1%	-1%	-56%	7	u	u
Cn1cnnc1SCC(=O)Nc1sc2c(c1C(N)=O)CCC2	-4%	-2%	1%	0%	-17%	5%	-11%	4%	1	1%	16%
Cc1cc(CNC(=O)C2CCC(=O)N(Cc3ccccc3F)C2)on1 (stereo not given)	1%	-2%	-4%	1%	-12%	-3%	-1%	20%	-3	4%	11%
N#Cc1ccc(OCc2nnc3n2CCCCC3)cc1	-7%	-1%	-11%	0%	-10%	1%	-1%	27%	-8	18%	5%
CCOC(=O)c1ccccc1NC(=O)CSc1nnc(C)c(=O)[nH]1	-4%	-9%	1%	0%	-1%	-1%	2%	-1%	-1	0%	-1%
CCc1cc2c3c(c(=O)oc2cc1OCC(=O)OC)CCCC3	10%	u	19%	1%	1%	x	3%	-20%	19	-6%	4%
CC12CCC(C(=O)N3CCCCC3)(CC1=O)C2(C)C (stereo not given)	3%	-22%	2%	2%	-8%	0%	1%	6%	10	-2%	6%
COc1cccc(NC(=O)CSc2cccc[n+]2[O-])c1	x	x	x	1%	0%	0%	x	3%	x	x	20%
Cc1noc(NS(=O)(=O)c2ccc(NC(=O)c3nn(-c4ccc(F)cc4)ccc3=O)cc2)c1C	-14%	35%	-8%	0%	5%	-3%	8%	2%	1	0%	2%
CCC(=O)Nc1ccc(NC(=O)CCc2ccccc2)cn1	-1%	24%[1.91 µM]	0%	0%	-2%	x	6%	-13%	4	-1%	-4%
O=C1N[C@@H](Cc2ccccc2)C(=O)N2CCCC12 (stereo not given in full)	x	-11%[96.6 µM]	3%[96.6 µM]	5%	1%	-7%	x	3%	x	x	19%
O/N=C1/CC/C(=N\O)c2nn(-c3ccccc3)nc21	18%	12%	-5%	11%	-4%	u	u	18%	1	24%	-7%
CCCS(=O)(=O)N1CCN(S(=O)(=O)c2ccccc2[N+](=O)[O-])CC1	-3%	4%	0%	6%	0%	14%	-1%	0%	6	-1%	-13%
